Assay outcomes deposited in PubChem BioAssay by The Scripps Research Institute Molecular Screening Center.
SRC3 TRFRET art: counter-screen for PPARgamma SRC-3 recruitment agonists: TR-FRET artefact. PPARgamma/SRC-3 format; hits give high values. TR-FRET ratio at 8 µM. 99,000 compounds, 0.39% hits; in the data active = TR-FRET ratio above about 2000; note: inactives centre near 1600; reference of the scale not given here
SRC1 TRFRET art: counter-screen for PPARgamma SRC-1 recruitment agonists: TR-FRET artefact; TR-FRET detection artefact counter-screen, emission ratio; hits give high values; TR-FRET ratio at 8 µM; 99,000 compounds, 0.34% hits; in the data active = TR-FRET ratio above about 2300; note: inactives centre near 1800; reference of the scale not given here
Starred values were filed as active, the others as inactive.

SMILES	SRC3 TRFRET art	SRC1 TRFRET art
CCC(CC)C(=O)Nc1cc(C(=O)OC)ccc1C(=O)OC	1723	1967
O=C(N/N=C/c1cc([N+](=O)[O-])ccc1O)/C(=C\c1cccs1)NC(=O)c1ccccc1	1505	1714
COc1ccccc1N1CCN(C(=O)CCCN2C(=O)c3cccc4cccc(c34)C2=O)CC1	1793	1913
CC(C)c1ccc(NC(=O)NC2CC3CCC(C2)N3Cc2cccs2)cc1 (stereo unspecified)	1545	1910
CCCCc1ccc(-c2csc(/C(C#N)=C/c3ccco3)n2)cc1	1503	1659
Cc1c(Cl)cccc1NC(=O)COC(=O)CCc1nc2ccccc2n1-c1ccccc1	1574	1848
Cc1nn2cc(-c3cccc(Cl)c3)cnc2c1Cl	1532	2094
Cc1cccc(NC(=O)CC2SC(=NC3CCCCC3)NC2=O)c1 (stereo unspecified)	1755	1677
CC(Cc1c[nH]c2ccccc12)C(=O)O (stereo unspecified)	1512	1749
Cc1cc(CNC(=O)c2ccc(C)c([N+](=O)[O-])c2)c2ccccc2n1	1392	1853
COc1ccccc1NC(=O)c1ccccc1NS(=O)(=O)c1cccs1	1708	1800
Cc1nn(Cc2ccc(Cl)c(Cl)c2)c(C)c1NC(=O)c1cc(CC(C)C)on1	1544	1777
CC1CCCN(S(=O)(=O)c2ccc(C(=O)Nc3nnc(-c4ccncc4)o3)cc2)C1 (stereo unspecified)	1715	1987
COC(=O)c1ccc(-n2c(C)cc(C(=O)CSc3ccc(NC(C)=O)cc3)c2C)cc1	1676	1813
CCOC(=O)c1c(/N=C/c2cc(C)ccc2O)sc2c1CCN(C)C2	1844	1796
COc1cc(NC2=CC(=O)CC(C)(C)C2)cc(OC)c1	1562	1595
Cc1cccc(NC(=O)Cn2c(=O)n(Cc3ccccc3)c(=O)c3c(C)c(C)sc32)c1	1429	1532
Cc1nnc(SCC(=O)N(CC(C)C)c2c(N)n(CC(C)C)c(=O)[nH]c2=O)n1-c1ccccc1	1869	1974
COc1ccc(N2CC(C)Cn3c2nc2c3c(=O)n(Cc3ccccc3)c(=O)n2C)c(OC)c1 (stereo unspecified)	1585	1914
N#Cc1cc(C(=O)c2ccccc2O)cn(-c2nccs2)c1=O	1808	1957
COc1cc(/C=N/NC(=O)c2ccc(Cn3cc([N+](=O)[O-])cn3)o2)cc(Br)c1O	1385	1768
COCc1c(Br)c(C)nc(OCC(=O)N/N=C/c2cc(C)n(-c3ccc([N+](=O)[O-])cc3)c2C)c1C#N	1435	1644
CCCC(=O)N1CCN(c2ccc(NC(=S)NC(=O)c3cccc(C)c3)cc2)CC1	1534	1811
COc1cccc(C(=O)NCC(=O)OCc2ccc(F)cc2Cl)c1	1413	1638
COC(=O)c1ccc(/C=N/N2C(C)CCCC2C)cc1 (stereo unspecified)	1651	1887
CCOC(=O)C(=O)Nc1nc(-c2ccccc2)c(-c2ccccc2)o1	1405	1891
Cc1cc2nnc(SCC(=O)N(C)C3CCS(=O)(=O)C3)n2c2ccccc12 (stereo unspecified)	1886	1755
CCOc1ccc2c(c1)cc(CN(C(=O)CC)C1CCCCC1)c1nnnn12	1683	1843
COc1ccccc1CCNC(=O)c1csc2c1CCCC2	1560	1826
CC(=O)Nc1cccc(C(=O)/C=C/c2cccs2)c1	1592	2009
CC(=O)N1CCN(C(=O)c2ccc(-n3c(C)ccc3C)cc2)CC1	1533	1688
CC(=O)N1CCc2cc(S(=O)(=O)NC(CC(C)C)C(=O)Nc3ccc4c(c3)OCCO4)ccc21 (stereo unspecified)	1863	1783
O=C(COn1nnc2ccc(S(=O)(=O)N3CCOCC3)cc21)Nc1c(F)c(F)c(F)c(F)c1F	1299	1641
CC(C)CN1C(=O)NC(NS(=O)(=O)c2ccc(N)cc2)(C(F)(F)F)C1=O (stereo unspecified)	1542	1678
Cc1cc(NC(=O)c2ccc(C)s2)n(-c2nc3ccccc3[nH]2)n1	1696	1787
Cc1ccc(NC(=O)C(=O)NCCN2CCN(S(C)(=O)=O)CC2)cc1	1491	1912
NC(=O)C1=C[C@@H](c2ccc(C(F)(F)F)cc2)C[C@@H](OCCCCO)O1	1489	1647
Cc1ccc(C2CCN(C(=S)Nc3cccc(Cl)c3)C2)cc1 (stereo unspecified)	1554	1482
Cc1cc(/C=N/NC(=O)C(O)(c2ccccc2)c2ccccc2)c(C)n1-c1ccccc1	1602	1824
O=C1Nc2ccccc2/C1=N/N=C/c1ccc(-c2ccc([N+](=O)[O-])cc2)o1	1297	1832
O=C(CCN1CCCCC1)NNC(=S)NC(=O)c1ccc(Br)cc1	1688	1914
O=C(c1ccc(S(=O)(=O)c2cccc(Cl)c2)c([N+](=O)[O-])c1)N1CCN(c2ccccn2)CC1	1579	1852
CCn1c(SCC(=O)Nc2nc(-c3ccccc3)cs2)nc2c1c(=O)n(C)c(=O)n2C	1256	1664
Cc1cc(-c2nnc(SCC(=O)Nc3ccccn3)o2)no1	1517	1860
CSC1=NSC2=NC(=O)/C(=C\c3cccs3)C(=N)N12	1556	1944

Reformatted with each value named: 3 of the compounds above
Compound: CC(C)CN1C(=O)NC(NS(=O)(=O)c2ccc(N)cc2)(C(F)(F)F)C1=O (stereo unspecified)
  SRC3 TRFRET art = 1542	SRC1 TRFRET art = 1678
Compound: Cc1cc(NC(=O)c2ccc(C)s2)n(-c2nc3ccccc3[nH]2)n1
  SRC3 TRFRET art = 1696	SRC1 TRFRET art = 1787
Compound: CC(=O)N1CCN(C(=O)c2ccc(-n3c(C)ccc3C)cc2)CC1
  SRC3 TRFRET art = 1533	SRC1 TRFRET art = 1688

Next section:
SMILES	SRC3 TRFRET art	SRC1 TRFRET art
Cc1ccc(NC2(C(F)(F)F)N=C(c3ccccc3)NC2=O)nc1 (stereo unspecified)	1544	1692
Cc1c(N)cc[n+](CC(=O)c2ccccc2)c1C	1592	1954
Cc1ccc(S(=O)(=O)c2ccc(NN)cc2)cc1	1635	1652
O=C(Cn1cccc1C(=O)c1ccccc1)NCc1ccc(Cl)cc1	1721	1826
Cc1ccc(Cl)cc1NC(=O)C[n+]1ccc(Cc2ccc([N+](=O)[O-])cc2)cc1	1825	1912
CCOc1ccccc1C1N=C(c2ccc(OC)cc2)CC(c2ccccc2O)N1 (stereo unspecified)	1640	1570
O=C(Nc1nnc(-c2ccco2)o1)c1cccc2ccccc12	1745	1736
CC1Cc2ccccc2N1C(=O)COC(=O)C1=COCCO1 (stereo unspecified)	1443	1960
Cc1ccc2sc(NNC(=O)c3cc(=O)c4ccccc4o3)nc2c1C	1551	2102
O=c1[nH]c(=O)c2nc(-c3ccc(Cl)cc3)cnc2[nH]1	1578	1876
NC(=O)c1ccsc1NC(=O)CSc1nnc(Nc2ccccc2)s1	1537	1875
CCN(Cc1ccccc1)S(=O)(=O)c1cc(C(=O)c2c(N)n(C)c(=O)n(C)c2=O)ccc1OC	1384	1680
Cc1cc(OCC(=O)N[C@@H](Cc2ccccc2)c2nc3ccccc3[nH]2)ccc1Cl	1638	1880
O=C(COC(=O)Cc1ccc(Br)cc1)NCC1CCCCC1	1680	2004
COc1cccc(-c2cc(C(=O)NN3CCOCC3)c3ccccc3n2)c1	1720	1683
CC(=O)N1CCN=C1SCc1ccc(C)cc1	1265	1537
CCOC(=O)C1CCN(CCC(=O)Nc2ccc(F)cc2)CC1	1334	1667
CCOC(=O)c1c(-c2ccccc2)csc1NC(=O)C(C)NCc1ccco1 (stereo unspecified)	1437	1576
CCC(=O)N1CC2(C)CN(C(=O)CC)CC(C)(C1)C2	1871	2066
O=c1c2ccccc2nc(/C=C/c2ccc3c(c2)OCO3)n1CCCO	1665	1696
O=C1C2C3C=CC(C4CC34)C2C(=O)N1/N=C/c1ccc([N+](=O)[O-])o1 (stereo unspecified)	1482	1996
CC1CN(CCCOc2ccc([N+](=O)[O-])cc2)CC(C)O1 (stereo unspecified)	1554	1855
COc1cc(NC(=O)CN2CCC(C)CC2)c(C)cc1[N+](=O)[O-]	1501	1870
COc1ccc(Nc2nc3c([nH]2)c(=O)[nH]c(=O)n3C)cc1	1726	1642
C#CC[N+]1(CC#Cc2cccc3ccccc23)CCOCC1	1528	1703
S=C(NCCN1CCOCC1)Nc1ccc(Nc2ccccc2)cc1	1501	1686
CC(=O)c1cc(C#N)c(N2CC(C)OC(C)C2)nc1C (stereo unspecified)	1432	1480
Cn1c(N)c(C(=O)COC(=O)C2(c3ccc(F)cc3)CCCC2)c(=O)n(C)c1=O	1703	1470
COC(=O)c1cc(Cl)c(NC(=O)Cc2ccccc2)cc1OC	1749	2007
COc1ccc(Cc2nnc(SCC(=O)N3CCCC3)o2)cc1	1749	1822
O=C(COC(=O)c1cc(S(=O)(=O)N2CCCCC2)ccc1Cl)NCc1ccco1	1589	1931
Cc1nn(-c2ccccc2)c2sc(C(=O)N3CCc4ccccc4C3)cc12	1563	1618
O=C(Nc1cccc(Cl)c1)c1cc(S(=O)(=O)NCCc2ccc(Cl)cc2)ccc1F	1580	1835
c1cc(C2CCN(Cc3nc(-c4ccc5c(c4)OCO5)no3)CC2)ccn1	1538	1742
Cc1ccc(C2CC(c3cccc(C)c3)n3nc(N)nc3N2)cc1 (stereo unspecified)	1516	1598
CN1CCN(c2ccc(S(=O)(=O)N3CCCCC3)cc2NC(=O)c2ccc3ccccc3c2)CC1	1688	1913
CCOc1cc(CNn2c(C)nnc2SCC(=O)NC(C)(C)C)ccc1OCC(=O)NC(C)(C)C	1540	1844
Cc1cc(=O)n2c(sc3ccccc32)c1C#N	1663	2039
COC(=O)C1=C(C)NC(=O)C1(NC(=O)c1ccncc1)C(F)(F)F (stereo unspecified)	1541	2012
COc1cccc(/C=N\NC(=O)C2=NNC(=O)C2C)c1O (stereo unspecified)	1866	1904
Nc1ccc(N2CCOCC2)cc1C(F)(F)F	1418	1638
COc1cccc(NC(=O)COc2cccc(-n3cnnn3)c2)c1	1491	1534
c1ccc(C[n+]2cccc(-c3ccccc3)c2)cc1	1698	1880
O=C(c1cc(-c2cccc(O)c2)on1)N1CCc2ccccc2C1	1455	1530
O=C(Nc1ccc2c(c1)OCCO2)c1ccc(Br)s1	1756	1973

Fetched by structure from the list above, two records:
SMILES	SRC3 TRFRET art	SRC1 TRFRET art
c1cc(C2CCN(Cc3nc(-c4ccc5c(c4)OCO5)no3)CC2)ccn1	1538	1742
Cc1cc(=O)n2c(sc3ccccc32)c1C#N	1663	2039

The results go on.
SMILES	SRC3 TRFRET art	SRC1 TRFRET art
CCCNC(=O)Nc1ccsc1C(=O)OC	1445	1647
CCN(CC)C(=O)CSc1nnc(-c2cc(-c3ccc(Cl)cc3)nc3ccccc23)o1	1500	1691
O=Cc1ccc(-n2cncn2)cc1	1559	1959
CC1(C)CC(=O)C(C(C2=C(O)CC(C)(C)CC2=O)c2cccnc2)C(=O)C1 (stereo unspecified)	1559	1899
COc1ccc(NC2(c3ccccc3)OC(=O)c3ccccc32)cc1 (stereo unspecified)	1372	1681
Cc1nc(CNC(=O)c2ccccc2OC2CCN(S(C)(=O)=O)CC2)cs1	1363	1801
O=C(O)C1Cc2ccccc2CN1S(=O)(=O)c1ccc(Cl)cc1 (stereo unspecified)	1441	1797
CCSc1nc2ccccc2n1C(=O)/C=C/c1ccc(OC)c(OC)c1	1480	1561
O=C(O)c1cc(O)c2c(c1)C(=O)c1cccc(O)c1C2=O	1544	1673
O=C(OCC(=O)N1c2ccccc2Sc2ccccc21)c1cccnc1	1452	2166
Cc1c(Cl)cccc1NC(=S)Nc1ccccn1	1389	1695
CN(C)CCN=Cc1c(O)n(Cc2ccc3c(c2)OCO3)c(=O)c2ccccc12	1535	1650
CC(=O)N=c1c(C#N)cc2c(=O)n3ccccc3nc2n1Cc1ccccc1	1504	1774
O=C(NC1CCCc2ccccc21)c1ccccc1 (stereo unspecified)	1599	1730
CCCCCC(=O)Oc1cccc(N2C(=O)C3CCCCC3C2=O)c1 (stereo unspecified)	1668	1834
Cc1ccc2c(c1)c1nnc(SCC(=O)Nc3ccccc3C(F)(F)F)nc1n2CC(=O)O	1499	2164
C/C(=N\NC(N)=O)c1ccccc1	1667	1709
COC(=O)c1[nH]c2ccc(F)cc2c1NS(=O)(=O)c1ccc(OC)cc1	1708	1828
Cc1ccc(/C=C(\NC(=O)c2ccccc2)C(=O)OCc2ccccc2)cc1	1586	1952
COc1ccc(Cl)cc1N(CC(=O)NCC(C)C)S(=O)(=O)c1ccc(C)c([N+](=O)[O-])c1	1534	1941
Cc1ccc(N=CC=C2OC(C)(C)C(C)(C)O2)c(C)c1	1745	1733
Cc1nc(C)n(CC(=O)N2CCCC(C(=O)c3ccc(C(F)(F)F)cc3)C2)n1 (stereo unspecified)	1776	1972
O=C(O)CCCN1C(=O)C2C3CC(C2C1=O)C1C(c2ccccc2)c2sc(=O)[nH]c2SC31 (stereo unspecified)	1564	1840
Cc1sc2ncnc(Sc3nnc4sc5ccccc5n34)c2c1C	1439	1652
COc1cc(COCC(O)CN2CCN(Cc3ccccc3)CC2)cc(OC)c1OC (stereo unspecified)	1535	1883
CS(=O)(=O)N(CC(=O)NCc1ccccc1Cl)C1CCCCC1	1634	1787
O=C(CC1NCCc2ccccc21)Nc1ccccc1Cl (stereo unspecified)	1589	1885
CCOC(=O)C1(Cc2ccccc2)CCN(Cc2cccn2-c2cccnc2)CC1	1529	1780
c1ccc(-n2nnnc2CN2CCOCC2)cc1	1543	1588

A portion from the list above, for reference:
SMILES	SRC3 TRFRET art	SRC1 TRFRET art
COc1cc(COCC(O)CN2CCN(Cc3ccccc3)CC2)cc(OC)c1OC (stereo unspecified)	1535	1883
CS(=O)(=O)N(CC(=O)NCc1ccccc1Cl)C1CCCCC1	1634	1787
O=C(CC1NCCc2ccccc21)Nc1ccccc1Cl (stereo unspecified)	1589	1885
CCOC(=O)C1(Cc2ccccc2)CCN(Cc2cccn2-c2cccnc2)CC1	1529	1780
c1ccc(-n2nnnc2CN2CCOCC2)cc1	1543	1588

The list is partial; count on the stated rates, not on these rows.
